Bioassay records (PubChem)
OPRM1-OPRD1 ag – OPRM1-OPRD1 heterodimerization agonism | P35372+P41143 | cells, luminescence | activation, % at 9.3 µM | actives 0.3% (n = 340,000) | AID 504326; in the data active = activation above about 18%;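 note: 0% = vehicle-treated cells and 100% = reference agonist; values of inactives mirror those of a sister screen read the other way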
PKA-R1A activ – activates the PKA-R1A holoenzyme complex; PKA-R1A dissociation, Cy5-IP20 fluorescence polarization; scaled: DMSO 0%, 113 µM cGMP 100%; activation, % at 11.4 µM; actives 0.083% (n = 340,000); AID 504707; P00514+P68181;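 active = percent activation above the mean of all tested compounds plus 3 SD, cut at about 19% in these data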;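 note: higher means more PKAc released from R1A so a rise in polarization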
HTR5A inv ag – inverse agonist of human HTR5A in OPRM1-OPRD1 counter-screen. actives 0.083% (n = 340,000). P47898. HTR5A cell line, luminescence, inverse agonism. inhibition, % at 9.3 µM; in the data active = inhibition mostly above about 23%, no sharp cut-off; inactive = mostly below about 18%;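 note: 0% = cells with DMSO and 100% = no-cell wells with DMSO; some compounds called inactive have numbers as strong as hits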
Target sequence (P47898 whole entry, looked up): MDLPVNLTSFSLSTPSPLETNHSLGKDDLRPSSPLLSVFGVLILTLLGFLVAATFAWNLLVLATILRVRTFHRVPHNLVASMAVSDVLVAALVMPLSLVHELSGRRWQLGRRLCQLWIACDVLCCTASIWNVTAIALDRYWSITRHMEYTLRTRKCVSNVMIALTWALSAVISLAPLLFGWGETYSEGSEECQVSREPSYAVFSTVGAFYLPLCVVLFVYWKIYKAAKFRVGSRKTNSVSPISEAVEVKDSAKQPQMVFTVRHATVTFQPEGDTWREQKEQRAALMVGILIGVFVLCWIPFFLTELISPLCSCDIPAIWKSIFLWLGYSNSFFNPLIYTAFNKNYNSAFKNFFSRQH
Pemphigus Ab inh – human desmoglein-3 autoantibody binding inhibition | AID 588358 | binding (percent of control), % at 10 µM | DSG3-coupled beads, scFv-anti-DSG3-GFP binding, flow cytometry; hits give low values | actives 0.48% (n = 310,000) | P32926;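 active = binding more than 3 SD below its plate's average and above zero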;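 note: hits lower antibody fragment binding to DSG3; some compounds called inactive have numbers as strong as hits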
AddAB inh – less growth of phage-infected E. coli with AddAB; inhibition, % at 11.9 µM; E. coli expressing H. pylori AddAB, absorbance growth; actives 0.29% (n = 330,000); AID 435030; in the data active = inhibition above about 12%;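 note: 0% = vehicle wells of infected cells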
OPRM1-OPRD1 inv – inverse agonists of human mu-delta opioid receptor heterodimerization | cell-based MOR-DOR heterodimer luminescence, inverse agonism | AID 504357 | actives 0.21% (n = 340,000) | P35372+P41143 | inhibition, % at 9.3 µM; in the data active = inhibition above about 22%, passing the limit was not always enough;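 note: 0% = cells with DMSO and 100% = wells without cells with DMSO; values of inactives mirror those of a sister screen read the other way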
Ecoli viability – counter-screen for AddAB inhibitors: E. coli growth inhibition; E. coli V3065 growth, OD600 absorbance, 18 h; inhibition, % at 11.9 µM; actives 0.27% (n = 330,000);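 active = inhibition above the campaign's mean inhibition across all tested compounds plus 3 SD, cut at about 9.9% in these data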;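 note: uninfected addAB+ strain grown without phage in ampicillin broth; 0% = DMSO wells and 100% = ciprofloxacin 0.95 µg/ml wells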
HTR5A ag ctr – HTR5A agonism, opioid heterodimer counter-screen. P47898. HTR5A agonist assay, luminescence, cell-based. activation, % at 9.3 µM. actives 0.61% (n = 340,000); in the data active = activation mostly above about 9.5%, no sharp cut-off; inactive = mostly below about 7.6%;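 note: 0% = cells with vehicle only and 100% = reference agonist; strong numbers were not always called active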
PfHsp90 set2 – growth inhibition of yeast expressing Plasmodium Hsp90; actives 0.32% (n = 310,000); inhibition, % at 9.4 µM; S. cerevisiae expressing PfHsp90, BacTiter-Glo ATP, 48 h; yeast lacking PDR1 and PDR3 efflux regulators; AID 504621;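 active = every replicate shows inhibition above about 80%, whatever the replicate mean, limit read from the data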;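 note: 0% = DMSO neutral controls and 100% = 20 µM radicicol positive controls; yeast relying on Plasmodium falciparum Hsp90 in place of its own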
phage Ecoli inh – E. coli growth loss with phage present; growth absorbance; inhibition, % at 11.9 µM; actives 0.26% (n = 360,000); AID 651602; in the data active = inhibition above about 11%
SUMO Mot1 rescue – blocks SUMOylation pathway, rescuing yeast Mot1-301 growth; S. cerevisiae Mot1-301 growth rescue, ATP luminescence, 38.5C; percent above DMSO median, 100 means doubled; growth rescue, % at 18.8 µM; actives 1% (n = 320,000); AID 2716;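 active = every valid replicate shows activation above 250% relative to neutral control wells; inactive = the rest, any valid replicate at or below 250%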;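 note: OY570 slx delta 5 strain wells were the positive control but not used for scaling; some compounds called inactive have numbers as strong as hits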
* = called active by the depositor; / = no result given. Rows were taken by chance. Share with any hit: about 3.2%.

canonical_smiles,Pemphigus Ab inh,AddAB inh,HTR5A ag ctr,OPRM1-OPRD1 inv,PfHsp90 set2,Ecoli viability,SUMO Mot1 rescue,phage Ecoli inh,HTR5A inv ag,OPRM1-OPRD1 ag,PKA-R1A activ
COc1ccc(S(=O)(=O)N2CCCC2CNC(=O)C(=O)NCc2ccccc2)cc1 (configuration not stated),97.8,0.9,-3.4,12.3,/,-0.3,0.2,2.0,9.1,-2.4,-1.7
COc1ccc(-c2nc(SCC(=O)N3CCOCC3)n[nH]2)cc1,102.5,1.6,1.3,7.0,4.2,-1.0,-11.4,3.4,0.1,-1.7,-2.5
CC(=O)NC(=S)Nc1ccc(NC(=O)c2cccs2)cc1,104.8,3.9,0.3,-2.8,4.3,0.4,-4.7,4.4,6.8,0.5,3.4
O=S(=O)(Nc1cccc(-n2cnnn2)c1)c1cc(Br)ccc1Br,101.9,-2.0,0.7,-2.1,6.2,-1.3,-14.3,3.2,21.1,0.4,-3.1
COc1ccc(NC(=O)CN2CC(C)OC(C)C2)cc1Cl (configuration not stated),130.2,1.1,-0.4,-0.5,/,0.2,-1.4,2.4,18.2,0.1,-8.7
CN(C)C(=O)C[n+]1ccc(C(N)=O)cc1,109.2,2.3,-3.9,0.7,24.0,1.1,2.4,-2.5,-38.4,-0.1,2.9
O=C(Oc1ccc2c(-c3ccccc3)cc(=O)oc2c1)c1cccs1,82.8,6.2,10.1,2.6,-15.0,-2.0,23.9,0.6,-25.1,-0.4,-0.7
CCOC(=O)C1CCCN(Cc2c(C(=O)N3CCOCC3)nc3ccccn23)C1 (configuration not stated),105.1,2.1,0.5,8.5,-3.6,-0.6,/,3.2,-1.3,-1.8,-18.0
CC(=O)N(c1ccc(C)cc1)C1C=CS(=O)(=O)C1 (configuration not stated),104.3,0.3,9.1,13.1,15.9,-1.5,-5.8,0.6,-27.1,-2.6,-1.1
Cc1cc(=O)n2[nH]c(N3C(=O)CCC3=O)nc2n1,90.2,0.6,-1.5,9.6,9.2,-0.1,9.2,-3.7,3.8,-1.6,3.5
c1ccc(COC2CCCN(Cc3nc(-c4cnccn4)no3)C2)nc1 (configuration not stated),102.3,0.8,-5.5,8.7,-7.6,-3.2,12.5,2.5,-3.0,-1.3,-6.2
CCn1c(=O)n(CC(=O)Nc2cc(OC)c(OC)c(OC)c2)c(=O)c2ccccc21,100.3,1.7,9.2,0.5,3.6,-1.7,-2.1,1.2,-29.9,-0.1,-1.6
COc1ccc(CN2CCN(c3ccc(F)cc3)CC2)c(OC)c1OC,121.5,1.5,0.2,17.5,-0.6,-2.2,193.4,2.5,-0.6,-3.3,-6.0
COc1cccc(N2C(=NC(=O)C3CCCCC3)SC3CS(=O)(=O)CC32)c1 (configuration not stated),105.3,0.1,-1.8,5.4,-5.3,0.6,9.1,2.2,2.6,-1.1,-11.6
COC(=O)Nc1ccc(S(=O)(=O)n2cnc3ccccc32)cc1,100.2,1.6,5.5,-4.3,11.4,1.7,28.9,2.2,3.4,0.8,7.5
O=C(O)c1cccc2c3c([nH]c12)CCCC3,98.3,1.6,0.6,22.9,4.3,-0.8,146.7,-0.3,-2.4,-5.0,-3.5
COc1ccc(NC(=O)CCCN2C(=O)C3C4C=CC(C4)C3C2=O)c(OC)c1 (configuration not stated),87.2,0.7,-1.5,12.6,9.8,1.4,-5.0,2.4,-11.1,-2.2,-4.5
CCC1=C(OC(=O)N(CC)CC)N2C(=O)OC(=NCCOC)[C@]2(Cc2ccccc2)[C@H]2C1=CC[C@H]1C(=O)N(CC)C(=O)[C@H]12,103.9,1.6,-2.9,2.0,/,1.9,-6.3,0.9,6.7,-0.4,-5.2
COc1ccc(NC(=O)COC(=O)c2ccc(N3CCCC3=O)cc2)cc1OC,106.0,2.2,1.0,10.0,0.2,-0.6,140.0,0.2,-23.7,-1.7,3.4
CCCc1cc(=O)[nH]c(SCC(=O)c2[nH]c(C)c(C(=O)OCC)c2C)n1,93.2,-1.0,10.8,-12.4,-26.6,-2.2,0.5,2.4,-6.6,2.0,-2.1
Cc1cc(C(=O)OC(C)C(=O)Nc2cccc(S(=O)(=O)N3CCOCC3)c2)c(C)o1 (configuration not stated),104.3,-0.8,1.1,7.9,26.7,-2.6,-1.7,1.8,-4.0,-1.4,-13.2
O=C(N/N=C/c1ccsc1)c1ccc2ccccc2n1,105.7,-0.9,1.6,13.2,1.4,-0.9,2.9,3.2,-6.7,-2.6,5.6
O=c1oc2cc(O)ccc2cc1S(=O)(=O)c1ccccc1,100.1,5.4,4.3,3.9,8.4,1.7,15.3,0.8,-8.1,-0.7,-7.0
CC(NC(=O)c1ccco1)C(=O)OC(C)C(=O)NCc1ccccc1 (configuration not stated),/,-0.5,2.6,-1.7,-5.3,2.7,-12.0,2.0,17.5,0.4,-8.9
O=C(Nc1cccc(-c2cn3ccccc3n2)c1)c1cccc(Cl)c1,92.7,3.6,10.3,-53.1,-1.0,-2.2,56.6,3.5,-26.7,10.6,-12.5
CC(=O)Nc1ccc(S(=O)(=O)N2CCCC2)cc1,96.5,4.2,-3.4,10.6,9.8,-0.5,15.4,4.4,12.6,-2.2,3.8
Cc1ccc(C(=O)NCCNS(=O)(=O)c2ccccc2[N+](=O)[O-])cc1,112.8,0.7,-0.4,5.8,1.5,-0.9,261.7,-0.6,1.4,-1.2,-7.4
Cc1cc(OCCCC(=O)N2CCCCC2)cc(C)c1Cl,98.1,3.2,-8.0,-8.1,/,-0.5,3.1,2.0,17.6,1.6,1.0
COc1ccc(C(=O)NCC(c2ccccc2)N2CCCC2)cc1S(=O)(=O)N1CCOCC1 (configuration not stated),108.8,0.3,-0.9,9.6,4.3,-0.3,7.8,7.4,3.3,-1.8,-13.8
Cc1ccc(C23CC4CC(CC(C(=O)NC(C)C)(C4)C2)C3)cc1,87.5,5.5,-3.1,3.8,-5.3,1.4,-12.6,-0.5,11.4,-0.8,-2.6
O=C(NC(=S)Nc1ccccc1O)c1ccc(Cl)cc1Cl,104.2,-3.1,-3.3,16.2,-2.4,-3.3,-10.9,1.1,5.7,-3.3,-1.8
Cc1[nH]c(=O)[nH]c1C(=O)CCCCC(=O)OCC(=O)Nc1ccccn1,124.2,2.6,5.4,13.9,19.3,1.5,3.6,1.7,7.9,-2.4,1.8
COCCNC(=O)/C(C#N)=C/C=C/c1ccccc1,110.4,0.7,0.7,2.3,39.8,0.9,13.1,1.0,-2.0,-0.5,-5.2
COc1ccc(C(=O)OCC(=O)NC2CC2)cc1S(=O)(=O)N(C)Cc1ccccc1,101.9,0.7,7.9,18.1,/,-0.5,-5.9,4.3,-19.4,-3.5,-2.3
CCOC(=O)c1c(CN2CCOCC2)oc2ccc(OC)cc12,97.3,0.9,1.1,15.6,-5.4,0.1,-3.3,0.0,-2.7,-3.2,1.1
COc1cccc(C(=O)Nc2ccc(S(=O)(=O)NCc3ccco3)cc2)c1,94.6,1.4,3.0,6.2,28.3,1.3,-18.6,3.2,-9.4,-1.2,-9.7
COc1ccc(-n2c(N)c(-c3nc4ccccc4n3C)sc2=S)cc1,100.6,-2.8,-3.7,7.8,-12.2,-1.3,-12.9,1.5,-15.0,-1.4,-10.9
Cc1c(/C=N\NC(=O)c2cccc(F)c2)cnn1C,82.0,1.1,1.9,13.5,-68.3,0.9,11.6,4.2,14.8,-2.7,-10.3
O=C(Cc1ccccc1)CC1(O)C(=O)Nc2ccccc21 (configuration not stated),99.3,1.6,0.6,12.9,-21.1,-4.9,-4.5,1.2,-1.9,-2.4,-6.6
Cc1nc2nc(N)nc(OCc3ccccc3)c2nc1C,108.4,-0.7,/,/,/,0.2,5.0,0.1,/,/,/
CCOC(=O)C1CCN(C(=O)C(=O)c2cn(CC(=O)N3CCCCCC3)c3ccccc23)CC1,227.2,-1.2,7.0,14.8,-7.2,-2.3,3.2,-2.2,-9.6,-2.8,-2.0
O=C(NCCN1CCOCC1)c1ccc(CSCc2cccc(Cl)c2)o1,131.0,0.2,1.5,-11.9,5.3,2.5,18.4,2.6,-11.3,2.3,-1.4
NC(=O)CC(NC(=O)Cc1cccc2ccccc12)c1ccc(NCCc2ccc(F)cc2)c([N+](=O)[O-])c1 (configuration not stated),103.9,-1.0,5.3,13.7,-6.5,-2.3,2.5,2.5,0.6,-2.4,-10.1
COC(=O)C1CN(S(=O)(=O)c2ccccc2)CCN1S(=O)(=O)c1ccccc1 (configuration not stated),97.3,7.1,2.0,16.0,2.3,2.9,13.2,2.2,-13.0,-3.1,4.7
CCCc1c(C)nc2c(OC)cccc2c1SCC(=O)O,/,5.1,0.8,16.1,0.9,3.0,134.5,0.8,-5.5,-3.5,4.3
COC(=O)C1CCN(S(=O)(=O)c2c(C)n(C)c(=O)n(C)c2=O)CC1,96.4,-0.2,3.3,6.0,-36.4,-3.5,38.3,1.3,-10.0,-1.0,5.2
CCOc1ccccc1/C=N/Nc1nc2ccccc2o1,101.7,1.0,6.6,2.1,5.6,0.4,-1.4,0.2,-17.6,-0.4,9.6
Cc1ccc(CNC(=O)c2c(-c3ccccc3Cl)noc2C)cc1,111.4,1.9,-1.6,4.9,17.3,1.9,-10.0,1.0,6.1,-1.0,-0.6
CCOCCCNC(=O)/C(C#N)=C/c1cc(OC)c(O)c([N+](=O)[O-])c1,98.3,9.6,-3.9,29.8*,-32.1,0.6,0.5,3.0,10.7,-5.4,-14.9
CCCN1CCC(NCC(C)c2ccccc2)CC1 (configuration not stated),115.0,1.8,7.3,0.6,8.7,1.6,17.7,3.1,-29.1,-0.1,2.5
O=C(COc1ccccc1)Nc1c2c(nn1-c1ccccc1)CS(=O)(=O)C2,110.5,-0.2,-1.4,14.7,-27.8,0.1,347.4,1.8,-20.2,-4.5,-2.1
CCCN(C(=O)c1ccc(-n2cncn2)c([N+](=O)[O-])c1)C1CCS(=O)(=O)C1 (configuration not stated),108.5,0.3,-1.9,12.4,16.9,1.1,13.3,0.5,4.7,-3.1,-23.1
COc1ccc(C)cc1S(=O)(=O)N(C)CC(=O)N1CCCCC1,85.4,-0.5,-4.3,14.1,-8.7,-2.2,-24.1,2.4,18.2,-2.5,-3.0

OPRM1-OPRD1 inv: what is marked active above.
canonical_smiles	Pemphigus Ab inh	AddAB inh	OPRM1-OPRD1 inv	SUMO Mot1 rescue	phage Ecoli inh	OPRM1-OPRD1 ag	PKA-R1A activ
CCOCCCNC(=O)/C(C#N)=C/c1cc(OC)c(O)c([N+](=O)[O-])c1	98.3	9.6	29.8*	0.5	3.0	-5.4	-14.9
